# aSyn yeast inh = inhibitors of alpha-synuclein toxicity in yeast | Yeast expressing alpha-synuclein, growth rescue, BacTiter-Glo, 24 h | Potency, µM (doses to about 46.1 µM), for the others: top-dose growth rescue (activation), usual class: activators | 370,000 tested, 0.14% active; also: potency is read from the fitted curve at half-maximal effect; % of control where 0% means no effect; nearly all actives have a fitted effect of over 65% in size
#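 Rescue of yeast growth: cells expressing toxic alpha-synuclein, induced in galactose at OD600 0.02, incubated with compound 24 h at 30 C. ATP luminescence quantified growth; inhibitors of toxicity appear as activators.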
# GLP-1R agonist = GLP-1 receptor (human) agonism; HEK293 GLP-1R CRE-luciferase, luminescence, 4-6 h; cells express a hypersensitive GLP-1R form; Potency, µM (series often up to 45.6 µM), for inactives: at the top dose activation, hits mostly activators; 380,000 tested, 0.007% active; AID 624172; also: potency is read from the fitted curve at half-maximal effect; % of control where 0% means no effect
# Target sequence (P43220 whole entry, looked up): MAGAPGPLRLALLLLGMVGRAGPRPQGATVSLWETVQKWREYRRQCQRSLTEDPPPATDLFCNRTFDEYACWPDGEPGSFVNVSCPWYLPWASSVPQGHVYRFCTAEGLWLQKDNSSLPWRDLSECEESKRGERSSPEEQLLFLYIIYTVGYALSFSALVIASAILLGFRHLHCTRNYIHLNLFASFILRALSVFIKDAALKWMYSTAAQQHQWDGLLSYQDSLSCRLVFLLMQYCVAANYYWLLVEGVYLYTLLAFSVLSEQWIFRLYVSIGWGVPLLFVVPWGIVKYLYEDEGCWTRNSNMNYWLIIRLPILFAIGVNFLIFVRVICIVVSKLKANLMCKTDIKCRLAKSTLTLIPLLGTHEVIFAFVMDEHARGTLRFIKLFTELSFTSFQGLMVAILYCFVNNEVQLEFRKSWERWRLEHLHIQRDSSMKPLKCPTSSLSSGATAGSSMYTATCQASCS
# FUS yeast rescue = FUS proteinopathy suppression in yeast | S. cerevisiae FUS-expressing, growth rescue, OD600, 24 h | Potency, µM (doses to about 76.6 µM), for the others: at the top dose growth rescue (activation), usual class: activators | 390,000 tested, 0.24% active;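 also: potency is read from the fitted curve at half-maximal effect; plate controls were DMSO vehicle for no effect and reference control for full effect; nearly all actives have a fitted effect of over 55% in size; some results filed as inactive show a strong effect at the top dose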
#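 Read-out: OD at 600 nm after 24hr at 30C, reporting rescue of FUS-induced yeast toxicity. Cells at OD 0.005 in galactose (2%) minimal medium; compounds tested in a dilution series; CP55940 titration from 92uM final as control.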
# Akt phos inh = Akt phosphorylation inhibition; Neuro2A IGF-stimulated pAkt S473 HTRF, 20 min; stronger effect = lower value; activity change, % for hits at 50 µM; 360,000 tested, 0.32% active; in the data active = activity change below about -80%; inconclusive = mostly about -51% to -80%; also: % is scaled to controls: 0 for no effect and ±100 for the full control effect
#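 Single-point screen (50 µM final compound) in Neuro2A cells stimulated 20 min with 6 nM IGF at 37 deg C. After lysis, Ser473-phosphorylated Akt read by HTRF (ex 330 nm, em 615/665 nm) as the 665/615 ratio.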
# Abeta yeast res = A-beta toxicity reversal in yeast; 410,000 tested, 0.063% active; Potency, µM (titrated, usually from 46.1 µM), for inactives: top-dose growth rescue, actives largely listed as activators; yeast expressing A-beta42, growth rescue, OD600, 48 h; response scale: 0% DMSO, 100% iron-clioquinol control; also: potency is read from the fitted curve at half-maximal effect; nearly all actives have a fitted effect of over 55% in size
#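 Yeast A-beta toxicity model in growth medium with pinned compounds, 48 h at 30 C; growth read as absorbance at 600 nm. Normalized to FeCl3/clioquinol equimolar mix (positive) and DMSO (negative).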
# PTHR1 ag = PTHR1 (human) receptor agonism; Potency, µM (highest dose often 115 µM), for the others: at the top dose activation, usual class: activators; HEK293 GP2 PTHR1 cells, GloSensor cAMP luminescence, 1 h; 410,000 tested, 0.075% active; also: potency is read from the fitted curve at half-maximal effect; nearly all actives have a fitted effect of over 55% in size; some results filed as inactive show a strong effect at the top dose; inactives centre near -15; many of its hits are not listed in these tables
# Target sequence (Q03431 whole entry, looked up): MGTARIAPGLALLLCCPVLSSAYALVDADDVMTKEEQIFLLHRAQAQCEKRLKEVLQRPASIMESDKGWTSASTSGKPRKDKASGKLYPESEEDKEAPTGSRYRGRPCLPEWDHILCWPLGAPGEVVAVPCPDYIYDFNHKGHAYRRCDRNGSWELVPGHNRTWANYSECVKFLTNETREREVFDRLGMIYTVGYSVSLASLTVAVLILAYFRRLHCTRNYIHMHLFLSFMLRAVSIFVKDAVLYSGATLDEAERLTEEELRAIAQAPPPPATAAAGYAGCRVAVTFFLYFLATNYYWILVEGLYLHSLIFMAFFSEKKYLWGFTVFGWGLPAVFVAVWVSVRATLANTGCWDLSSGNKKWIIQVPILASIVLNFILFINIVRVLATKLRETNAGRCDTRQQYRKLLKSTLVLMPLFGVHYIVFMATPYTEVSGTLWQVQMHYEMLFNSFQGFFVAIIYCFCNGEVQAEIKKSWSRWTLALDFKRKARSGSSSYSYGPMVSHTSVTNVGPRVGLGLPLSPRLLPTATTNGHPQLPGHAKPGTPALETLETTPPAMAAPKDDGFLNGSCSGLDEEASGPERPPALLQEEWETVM
#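 HEK-293-derived GP2 cells expressing PTHR1 and a GloSensor cAMP reporter, 3,000/well, plated overnight, given luciferin plus IBMX (each 0.5 mM as added) for 1 h at 37 °C, then compound for 1 h at 37 °C. Luminescence was read after 15 min at room temperature.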
# TDP43 rescue = rescues yeast growth from TDP-43 toxicity. TDP-43 expressing yeast growth rescue, BacTiter-Glo, 24 h. 410,000 tested, 1.8% active. Potency, µM (top dose mostly 46.1 µM), inactives show at the highest dose growth rescue (activation), usual class: activators; also: potency is read from the fitted curve at half-maximal effect; % of control where 0% means no effect; nearly all actives have a fitted effect of over 50% in size
#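 Growth rescue of TDP-43-toxic yeast measured as ATP luminescence (BacTiter-Glo). Cells grown to mid-log in raffinose, induced in galactose at OD600=0.02, exposed to compound 24 hr at 30 deg C.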
# GLP-1R inv ag = inverse agonists of human GLP-1 receptor; P43220; HEK293 GLP-1R CRE-luciferase, luminescence, 24 h; GLP-1R form is constitutively active; Potency, µM (series often up to 38.3 µM), without a hit: at the highest dose activity change, negative = inhibition, hits mostly inhibitors; 410,000 tested, 1.6% active; also: potency is read from the fitted curve at half-maximal effect; % is scaled to controls: 0 for no effect and ±100 for the full control effect; nearly all actives have a fitted effect of over 55% in size
#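 qHTS in 1536-well format: reporter HEK293 cells expressing constitutive GLP-1R activity in DMEM + 10% Nu serum, 24 hr with compounds at 37 deg C, luminescence read after 12 min with detection reagent.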
# D3 antag = antagonists of human D3 dopamine receptor; P35462; D3R cells, DiscoveRx beta-arrestin luminescence, antagonist mode; stronger effect = lower value; max response, negative = inhibition, %; 360,000 tested, 2.5% active; in the data active = max response below about -50%; inconclusive = no clear call, values can overlap the other calls; also: % is scaled to controls: 0 for no effect and ±100 for the full control effect; mostly tested at two doses, the higher about 12 µM
#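 Cells plated overnight at 1500 cells/well, then exposed to library compounds with dopamine controls for 90 minutes at 37 degrees C. DiscoveRx reagent added for 30–60 minutes at room temperature; luminescence read, quantitative HTS format.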
# * marks the source's active call; other numbers are inactive results; i = inactive; u = inconclusive; x = no result given; [ ] = remark or other dose. Unless noted, calls follow the shape of the dose curve; as a rule, active = well fitted curve in the direction sought with a large enough effect; inconclusive = small, poorly fitted or top-dose-only effect, or another doubt; inactive = no such curve, though single readings can be large; an effect the other way counts as inactive or inconclusive. A portion of the library (hit frequency here may not be typical).
SMILES,aSyn yeast inh,GLP-1R agonist,FUS yeast rescue,Akt phos inh,Abeta yeast res,PTHR1 ag,TDP43 rescue,GLP-1R inv ag,D3 antag
COc1ccc(NC(=O)C(=O)NCC(c2ccco2)N2CCc3ccccc32)cc1 (stereo unspecified),0%,-6%,-15%,i,-14%,i,-8%,-33%,20
CC1CCC2(CC1)NC(=O)N(CC(=O)Nc1cccc(S(=O)(=O)N(C)c3ccccc3)c1)C2=O (stereo unspecified),-4%,6%,9%,i,-2%,-5%,-5%,u,-14
O=C(Nc1nc2c(s1)CCCC2)c1cccs1,-29%,-8%,-8%,i,-37%[inhibitor],-39%[inhibitor],-6%,10µM*,23
CCOc1ccccc1CN1CCNC(=O)C1CC(=O)NC1CCCCCCC1 (stereo unspecified),1%,-5%,12%,i,15%,i,0%,-31%,-5
O=C(CSCc1c(F)cccc1Cl)Nc1cccnc1,-4%,4%,-6%,i,0%,i,18%,16%,1
Cc1ccc(CCNC(=O)Cn2c(-c3cccs3)cc3ccccc32)cc1,x,x,-10%,x,9%,11%,-2%,-18%,x
O=C(CSc1nnc(-c2ccncc2)n1Cc1ccccc1)Nc1nccs1,1%,5%,26%,i,1%,-2%,23%,0%,-13
CC(=O)N1N=C(c2cccs2)CC1c1ccco1 (stereo unspecified),10%,8%,8%,i,4%,i,2%,12%,8
O=C(c1ccc(CS(=O)(=O)c2c(Cl)cccc2Cl)o1)N1CCN(c2ccccc2)CC1,x,x,28µM*,x,-9%,-11%,29%,0%,x
C=CCn1c(-c2sccc2C)n[nH]c1=S,-11%,-5%,-19%,i,18%,i,8%,11%,8
O=C(O)C1CCCCC1C(=O)Nc1ccc2c(c1)OCCO2 (stereo unspecified),-10%,-12%,9%,i,10%,-26%[57.5 µM],-13%,23%,8
COc1ccccc1C(CNC(=O)C(CCSC)NS(=O)(=O)c1ccccc1F)N1CCCC1 (stereo unspecified),-2%,10%,13%,i,0%,21%,-17%,9%,-10
N#CCC(=O)N/N=C/c1cn(Cc2cccc3ccccc23)c2ccccc12,10%,2%,6%,i,-2%,i,16%,-16%,52
COc1cccc(C(c2cccc(OC)c2)c2ccccc2C(=O)O)c1,1%,1%,10%,i,17%,-1%,17%,u,21
Cc1ccccc1OCC(=O)OC(C(=O)c1ccccc1)c1ccccc1 (stereo unspecified),6%,1%,-10%,i,5%,i,-3%,0%,8
COc1ccc2c(c1)OC(O)(C(F)(F)F)CC2=O (stereo unspecified),-8%,-6%,-5%,i,-6%,-11%[57.5 µM],-19%,0%,-7
Cc1ccc(C(=O)Nc2ccc(C(=O)O)cc2)cc1S(=O)(=O)Nc1cccc([N+](=O)[O-])c1,-1%,0%,-3%,i,-2%,i,0%,6%,-13
COCCNC(=O)c1ccc(-c2csc(C)n2)cc1,0%,1%,5%,i,-12%,i,8%,9%,8
O=C(Nc1ccccc1C(=O)N1CCOCC1)c1ccc([N+](=O)[O-])cc1,-7%,0%,-10%,i,-17%,-21%,11%,23%,11
Cc1oc2ncnc(N3CCCCC3)c2c1C(=O)N1CCN(c2cccc(Cl)c2)CC1,x,x,u,x,1%,i,u,u,x
COc1cc(/C=N/NC(=O)C(Cc2c[nH]c3ccccc23)NC(=O)OCc2ccccc2)cc([N+](=O)[O-])c1O (stereo unspecified),3%,15%,x,i,3%,-24%,3%,-6%,-23
O=C(CSC1=NCCS1)Nc1nc2ccccc2s1,11%,6%,19%,i,15%,i,8%,13%,-14
O=C(Cn1nnc2ccccc2c1=O)NCCc1ccc(Cl)cc1Cl,0%,-2%,1%,i,-6%,i,0%,-5%,-13
Cc1cn(C2CCCCO2)c(=O)nc1NO (stereo unspecified),-7%,1%,x,i,4%,-4%,-6%,10%,10
COC(=O)c1c(NC(=O)CN2C(=O)NC(CCc3ccccc3)C2=O)sc2c1CCCCC2 (stereo unspecified),-3%,23%,18%,i,10%,i,12%,u,1

# Sorted by number of heavy atoms (lowest first): some entries from above
SMILES,aSyn yeast inh,GLP-1R agonist,FUS yeast rescue,Akt phos inh,Abeta yeast res,PTHR1 ag,TDP43 rescue,GLP-1R inv ag,D3 antag
COc1ccc2c(c1)OC(O)(C(F)(F)F)CC2=O (stereo unspecified),-8%,-6%,-5%,i,-6%,-11%[57.5 µM],-19%,0%,-7
O=C(CSc1nnc(-c2ccncc2)n1Cc1ccccc1)Nc1nccs1,1%,5%,26%,i,1%,-2%,23%,0%,-13
CC1CCC2(CC1)NC(=O)N(CC(=O)Nc1cccc(S(=O)(=O)N(C)c3ccccc3)c1)C2=O (stereo unspecified),-4%,6%,9%,i,-2%,-5%,-5%,u,-14

# Further results follow:
SMILES,aSyn yeast inh,GLP-1R agonist,FUS yeast rescue,Akt phos inh,Abeta yeast res,PTHR1 ag,TDP43 rescue,GLP-1R inv ag,D3 antag
CCOc1ccc(NS(=O)(=O)c2ccc(OCC)c3ncccc23)cc1,10%,3%,30%,i,-20%,13%,-19%,0%,18
CCC(OC(=O)c1cc2sccc2n1C)C(=O)NCc1ccco1 (stereo unspecified),0%,11%,14%,i,-64%[inhibitor],i,-62%[inhibitor],u,6
CC(CC(=O)Nc1nc2ccccc2[nH]1)c1ccccc1 (stereo unspecified),-4%,-14%,15%,i,5%,-80%[inhibitor][57.5 µM],0%,u,3
C[C@]12C(=O)N(c3ccc(F)cc3)C(=O)N1[C@@H]1c3ccccc3OC[C@@H]1[C@H]2c1ccccc1,3%,-2%,22%,i,11%,i,0%,-29%,9
CSc1ccc(NC(=O)Nc2cccn(Cc3ccccc3)c2=O)cc1,-25%,1%,-7%,i,-24%,-33%[inhibitor],-14%,u,-5
CC(=O)N1CCc2cc(S(=O)(=O)NC(CC(C)C)C(=O)N3CCn4c3nc3ccccc34)ccc21 (stereo unspecified),-8%,-11%,27%,i,-10%,i,-5%,0%,-28
Cc1ccc(-c2csc(C(C)(O)c3cccc(F)c3)n2)cc1C (stereo unspecified),-26%,-4%,4%,i,-94%[inhibitor],i,-23%,u,-25
Cc1ccc(C)c(N2CCN(C(=O)c3cc4c(=O)oc5ccccc5c4s3)CC2)c1,x,0%,0%,x,-17%,-3%,-26%,13%,x
NC(=O)C1(N2CCCCC2)CCN(C(=O)NC23CC4CC(CC(C4)C2)C3)CC1,8%,-2%,19%,i,16%,i,-3%,-5%,4
Cc1ccc(C2NC(=O)c3c(sc(C)c3C)N2)c(O)c1 (stereo unspecified),-11%,-4%,31%,i,-20%,u,-23%,0%,9
CCN(CC(=O)Nc1ccc(NC(C)=O)cc1)CC(=O)Nc1cccc(Cl)c1,-7%,22%,-25%,i,-25%,-4%,-24%,-11%,-17
Cc1ccc(/C(O)=C/C(=O)C(=O)NNC(=O)C(O)(c2ccccc2)c2ccccc2)cc1,1%,-1%,37%,i,25%,i,-31%[inhibitor],-29%,-88*
CCOc1ccc(-n2nnnc2SCC(=O)N2CCOCC2)cc1,-4%,0%,0%,i,-2%,-24%[57.5 µM],-25%,26%,19
Cc1ccccc1NC(=O)Cc1nc(COC(=O)CCC(=O)c2ccccc2)cs1,-2%[1.84 µM],13%,u,i,16%,i,u,-5%,11
Cc1ccc(C)c(NC(=O)/C(C#N)=C/c2cn(CC(=O)NCc3ccco3)c3ccccc23)c1,2%,-10%,-1%,i,14%,i,9%,1%,3
CCOc1ccc(-n2c(Cc3cc(=O)[nH]c(=O)[nH]3)nnc2SCC)cc1,-2%,-8%,11%,i,-6%,37%[57.5 µM],6%,0%,10
COc1ccc2c(c1OC)C(=O)N(c1ccc3c(c1)CCC3)C2=O,-2%,-19%,7%,i,-10%,i,-11%,6%,-15
O=C(O)c1ccc2c3c(ncnc13)-c1ccccc1C2=O,-73%[inhibitor],-18%,-7%,i,-86%[inhibitor],-2%[57.5 µM],-37%[inhibitor],71%[activator],-11
O=C(NC(Cc1cccc(F)c1)C(=O)O)C1CCCCC1 (stereo unspecified),2%,-3%,-20%,i,-8%,1%,2%,1%,2
Cc1ncc([N+](=O)[O-])n1CCOC(=O)c1ccc(Cl)cc1Cl,7%,27%,1%,i,-21%,i,u,u,-11
CCCc1cc(C(=O)N(C)CC(=O)Nc2ccc(OCC)c(OCC)c2)sc1C,0%,17%,u,i,6%,-14%,-3%,u,-20
O=C(c1ccc(Cl)cc1)c1cnc(Nc2ccccc2)s1,-1%,20%,25%,i,-8%,-16%[57.5 µM],-10%,8%,-8

# Some of the entries so far, with bars between the fields:
structure | aSyn yeast inh | GLP-1R agonist | FUS yeast rescue | Akt phos inh | Abeta yeast res | PTHR1 ag | TDP43 rescue | GLP-1R inv ag | D3 antag
NC(=O)C1(N2CCCCC2)CCN(C(=O)NC23CC4CC(CC(C4)C2)C3)CC1 | 8% | -2% | 19% | i | 16% | i | -3% | -5% | 4
Cc1ccc(C2NC(=O)c3c(sc(C)c3C)N2)c(O)c1 (stereo unspecified) | -11% | -4% | 31% | i | -20% | u | -23% | 0% | 9

# Shown as tab-separated lines: three of the compounds above
SMILES	aSyn yeast inh	GLP-1R agonist	FUS yeast rescue	Akt phos inh	Abeta yeast res	PTHR1 ag	TDP43 rescue	GLP-1R inv ag	D3 antag
O=C(CSCc1c(F)cccc1Cl)Nc1cccnc1	-4%	4%	-6%	i	0%	i	18%	16%	1
CCN(CC(=O)Nc1ccc(NC(C)=O)cc1)CC(=O)Nc1cccc(Cl)c1	-7%	22%	-25%	i	-25%	-4%	-24%	-11%	-17
COCCNC(=O)c1ccc(-c2csc(C)n2)cc1	0%	1%	5%	i	-12%	i	8%	9%	8

# Screens: PubChem, National Center for Advancing Translational Sciences (NCATS)
